TcdB GH inh: inhibitors of Clostridioides difficile toxin B glycohydrolase; P18177; TcdB glycohydrolase enzymatic assay, plate reader; inhibition, % at 9.99 µM; 350,000 tested, 0.24% active; AID 652162; in the data active means inhibition above about 10%
BH1578 lux ind: quorum light induction in luxS cqsA deficient V. cholerae. V. cholerae BH1578 lux reporter, luminescence, 6 h. activation, % at 18.7 µM. 350,000 tested, 0.16% active; in the data active means activation mostly above about 9.7%, no sharp cut-off; further: not every result past the cut was called active; inactives centre near 0; reference of the scale not given here
Rv3671c protease: inhibits the M. tuberculosis serine protease Rv3671c; 320,000 tested, 0.048% active; AID 2606; inhibition, % at 5.96 µM; in the data active means inhibition above about 38%;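 further: extracellular domain of Rv3671c used as enzyme; 0% = enzyme with DMSO and 100% = no enzyme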
Target sequence (P9WHR9 whole entry, looked up, the tested form may be a part): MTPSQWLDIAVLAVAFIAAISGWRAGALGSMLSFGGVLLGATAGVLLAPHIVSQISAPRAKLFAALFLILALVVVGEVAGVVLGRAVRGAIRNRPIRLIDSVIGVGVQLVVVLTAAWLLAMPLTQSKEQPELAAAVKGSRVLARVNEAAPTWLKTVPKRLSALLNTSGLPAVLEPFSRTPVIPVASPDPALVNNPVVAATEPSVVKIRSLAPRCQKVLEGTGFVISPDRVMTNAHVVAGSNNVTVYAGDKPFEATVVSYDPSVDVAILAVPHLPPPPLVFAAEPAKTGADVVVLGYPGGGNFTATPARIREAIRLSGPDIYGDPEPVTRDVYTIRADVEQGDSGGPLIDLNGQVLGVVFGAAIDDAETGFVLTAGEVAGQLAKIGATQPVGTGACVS
Yp Topo-I inh: Y. pestis Topo-I inhibition via cleavage products | activity, % at 10 µM | Y. pestis Topo-I cleavage product accumulation, plate reader | 360,000 tested, 0.064% active | AID 504884; in the data active means activity above about 50%, passing the limit was not always enough; further: inactives centre near 2
DUSP3 inh: blocks human VHR1 dual specificity phosphatase. inhibition, % at 13.3 µM. 290,000 tested, 0.52% active. P51452. recombinant VHR phosphatase, pNPP absorbance; in the data active means inhibition above about 50%; further: some compounds called inactive have numbers as strong as hits
Target sequence (P51452 whole entry, looked up): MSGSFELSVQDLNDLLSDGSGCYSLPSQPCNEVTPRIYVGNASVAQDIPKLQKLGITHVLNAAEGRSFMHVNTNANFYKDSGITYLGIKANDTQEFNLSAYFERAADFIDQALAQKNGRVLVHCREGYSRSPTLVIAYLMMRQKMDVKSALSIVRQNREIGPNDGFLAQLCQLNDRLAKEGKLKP
PrPC TRFRET: cell surface PrPC inhibition, primary TR-FRET screen; inhibition, % at 13.8 µM; TR-FRET read-out; P04156; 370,000 tested, 0.43% active; in the data active means inhibition above about 24%; further: 0% = median of the test wells and 100% = reference compound wells
3CLpro inhibitor: SARS-CoV 3CLpro protease inhibition; P0C6X7; recombinant SARS-CoV 3CLpro, quenched FRET peptide cleavage; 290,000 tested, 0.14% active; inhibition, % at 6 µM; AID 1706; in the data active means inhibition above about 12%
MazEF act: MazEF (E. coli) toxin RNase activation | activation, % at 20 µM | 350,000 tested, 0.32% active | FAM/BHQ RNA-DNA oligo cleavage fluorescence, 5 h; in the data active means activation above about 50%
Target sequence (P0AE70 whole entry, looked up): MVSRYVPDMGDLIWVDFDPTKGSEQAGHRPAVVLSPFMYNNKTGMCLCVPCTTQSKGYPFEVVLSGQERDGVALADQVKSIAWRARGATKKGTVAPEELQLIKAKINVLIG
CCHF vOTU inh: blocks the CCHF virus ovarian tumor domain protease | CCHFV vOTU protease, Pep-AMC fluorescence | inhibition, % at 11.5 µM | 370,000 tested, 0.55% active; in the data active means inhibition above about 30%; further: 0% = vehicle wells with enzyme and 100% = no enzyme wells
SSB-PriA inh: inhibitors of Klebsiella pneumoniae PriA binding to SSB C-terminal tail; AlphaScreen SSBct-PriA binding, biotinylated peptide; inhibition, % at 33 µM; 430,000 tested, 0.6% active; in the data active means inhibition mostly above about 37%, no sharp cut-off; inactive means mostly below about 20%;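 further: plate controls were negative control peptide for no effect and reference peptide for full effect; strong numbers were not always called active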
Numbers without * were called inactive; i = inactive; / = not tested or not shown; & = joins results of further samples. The list is partial; the hit share may differ from the screen's.

Each structure is followed by: TcdB GH inh	BH1578 lux ind	Rv3671c protease	Yp Topo-I inh	DUSP3 inh	PrPC TRFRET	3CLpro inhibitor	MazEF act	CCHF vOTU inh	SSB-PriA inh
> Cc1ccc(NC(=O)CN2C(=O)NC(C)(CC(C)C)C2=O)c(Br)c1 (stereo not given)
    0.6	-1.3	-3	10	/	2	/	-4	1	-2
> COc1cc(C2CC(=O)c3cnc(NC(=O)COc4ccccc4)nc3C2)cc(OC)c1OC (stereo not given)
    /	-0.2	3	0	4	-1	-4	11	-8	5
> Brc1ccccc1OCCCN1CCCC1
    0.6	-0.3	10	-1	30	0	3	0	-9	-12
> Cc1cccc(CN(C(=S)Nc2c(C)cccc2C)c2cccnc2)c1
    -0.2	-0.5	-7	35	-2	3	-2	-2	-3	-6
> O=C(c1ccccc1F)N1C[C@H]2C[C@@H](C1)c1cccc(=O)n1C2
    0.6	-0.4	-9	-4	9	11	-2	6	0	-3
> C=CCSc1nc2ccccc2c(=O)n1Cc1ccccc1
    -0.8	-0.4	-15	0	20	6	4	-1	17	-42
> COc1ccc2oc(=N)c(C(=O)Nc3ccc(F)cc3)cc2c1
    -0.2	i	14	4	11	0	5	12	-9	-10
> CC(=O)N=c1sc(C(C)(C)C)c(C)n1C
    /	i	0	-4	-4	0	-5	1	-10	-5
> CS(=O)(=O)N1CCN(c2ccc(NC(=O)COc3ccccc3)cc2)CC1
    1.7	i	-4	-3	13	-5	4	18	-2	-19
> CC(C(=O)N1CCCCCC1)N(c1ccc(Cl)cc1)S(C)(=O)=O (stereo not given)
    1.9	-0.5	3	2	2	0	3	2	-1	-5

New compounds follow
Each structure is followed by: TcdB GH inh	BH1578 lux ind	Rv3671c protease	Yp Topo-I inh	DUSP3 inh	PrPC TRFRET	3CLpro inhibitor	MazEF act	CCHF vOTU inh	SSB-PriA inh
> Nc1c(C(=O)c2ccccc2)oc2ccccc12
    /	5.0	1	8	12	-6	-2	8	15	10
> Cc1ccc(NC(=O)C/C(N)=N/O)cc1Cl
    0.1	-0.5	-4	-3	25	3	0	-3	-8	/
> N#CC(C#N)=Cc1cc2ccccc2nc1N1CCOCC1
    /	-0.7	2	-5	-8	-8	4	-4	0	-11
> NCC(=O)NCC(=O)NC[C@H]1O[C@@H](n2cnc3c(N)ncnc32)[C@H](O)[C@@H]1O
    0.7	-1.9	/	-2	/	-4	/	10	2	-18
> CC(=O)Nc1ccc(NC(=O)C(=O)NCC(c2ccco2)N2CCc3ccccc3C2)cc1 (stereo not given)
    1.5	i	0	7	/	0	/	-4	-12	-17
> N#Cc1ccc(-c2csc(NC(=O)C3CC3)n2)cc1
    1.4	-0.3	-16	-2	21	-6	-2	10	-2	-14
> COc1cc2c(cc1OC)CN(C(=O)c1ccc([N+](=O)[O-])o1)CC2
    -0.6	-0.4	-7	2	8	-22	-2	7	16	-2
> CCOC(=O)/C(C)=N/Nc1nc(-c2ccc(NC(C)=O)cc2)cs1
    -0.3	i	0	-11	5	4	-2	8	-1	/
> CCOc1ccc(NC(=O)CCN2C(=O)c3cccc([N+](=O)[O-])c3C2=O)cc1
    0.9	-1.6	/	-10	18	-5	0	-8	7	-9
> CCOC(=O)CNC(=O)CSc1ncnc2c1cnn2Cc1ccccc1
    /	i	-6	5	13	0	-2	2	23	-2

More records:
Each structure is followed by: TcdB GH inh	BH1578 lux ind	Rv3671c protease	Yp Topo-I inh	DUSP3 inh	PrPC TRFRET	3CLpro inhibitor	MazEF act	CCHF vOTU inh	SSB-PriA inh
> N#CCCN(Cc1cccnc1)C(=S)NCc1ccco1
    -0.1	-0.4	5	6	2	2	2	1	8	-9
> COc1c(N2CCN(C(=S)Nc3ccccc3F)C(C)C2)c(F)cc2c(=O)c(C(=O)O)cn(C3CC3)c12 (stereo not given)
    1.1	i	2	4	19	-4	6	11	-16	-6
> CSc1cnc2c(=O)[nH]c(=O)n(C)c2n1
    /	-0.3	2	-2	39	1	-3	-4	-17	-4
> CNS(=O)(=O)c1cccc(C(=O)OCC(=O)c2cc3ccccc3o2)c1
    0.5	-1.6	-4	0	22	6	5	-4	12	-3
> O=C(OCC(=O)c1c[nH]c2ccccc12)c1cccc([N+](=O)[O-])c1
    1.6	-1.4	-8	-14	/	-9	/	7	9	8
> O=C(C[n+]1ccc(C(=O)NCc2ccccc2)cc1)c1ccc(Cl)cc1
    0.1	-4.2	1	5	38	-10	2	10	-10	-8
> CN(Cc1ccccc1)S(=O)(=O)c1ccc(S(=O)(=O)N(Cc2ccc(F)cc2)C2CCCC2)cc1
    /	-0.4	-2	2	-10	3	-3	0	4	4
> O=C(NCc1ccco1)c1cnn2c1NC(c1ccc(Br)cc1)CC2C(F)(F)F (stereo not given)
    /	0.6	0	-8	-1	20	8	-10	7	1
> CCc1cc(=O)oc2cc(OC3CCCCC3=O)ccc12 (stereo not given)
    1.2	-1.2	-6	-1	23	5	0	-5	-37	-9
> Cc1ccc2c(c1)-c1c(ssc1=S)C(C)(C)N2C(=O)CSc1nncn1C
    /	/	-5	7	18	-16	0	-4	-2	58

Next structures follow:
Each structure is followed by: TcdB GH inh	BH1578 lux ind	Rv3671c protease	Yp Topo-I inh	DUSP3 inh	PrPC TRFRET	3CLpro inhibitor	MazEF act	CCHF vOTU inh	SSB-PriA inh
> O=S(=O)(NC1CC2CCC1C2)c1ccc(Br)s1 (stereo not given)
    /	i	9	-1	-1	2	4	-7	16	-4
> COc1ccc(NC(=S)N/N=C/c2ccc(F)cc2)cc1OC
    0.8	i	-10	4	7	1	-3	10	-11	/
> Cn1c(=O)c2cc(S(=O)(=O)NC(C(=O)NCc3cccnc3)c3ccccc3)ccc2n(C)c1=O (stereo not given)
    0.2	-0.3	-3	6	25	12	2	8	-4	-1
> COc1ccc(-c2cc3ccc(OCC(C)=O)cc3oc2=O)cc1OC
    6.0	-0.2	-8	6	14	-13	-6	-22	6	2
> O=C(Nc1ccccc1)c1ccc(OC(=O)c2cc3ccccc3o2)cc1
    /	1.4	-1	-9	5	6	5	-1	-17	-11
> O=C1c2ccccc2CN1Cc1ccccc1
    0.9	i	-14	-1	38	3	0	-1	-9	-4
> COC(=O)c1cc(OC)c(OC)cc1N1C(=O)CC(C)(C)CC1=O
    /	-8.3	-4	-8	16	/	1	13	/	-17
> Cc1ccc(S(=O)(=O)CCC(=O)NCc2ccccc2F)cc1
    -0.4	i	4	9	/	6	/	-1	10	-4
> CCOC(=O)c1ccc2nc(NC(=O)c3cccs3)sc2c1
    /	-1.2	-12	-15	22	-4	3	2	19	-19&6
> CCC(=O)NC(NCC1CCCO1)C(Cl)(Cl)Cl (stereo not given)
    /	17*	2	-1	33	-5	-1	-5	1	-1

Random excerpt: 2 entries already listed, in no set order.
Each structure is followed by: TcdB GH inh	BH1578 lux ind	Rv3671c protease	Yp Topo-I inh	DUSP3 inh	PrPC TRFRET	3CLpro inhibitor	MazEF act	CCHF vOTU inh	SSB-PriA inh
> COC(=O)c1cc(OC)c(OC)cc1N1C(=O)CC(C)(C)CC1=O
    /	-8.3	-4	-8	16	/	1	13	/	-17
> CCC(=O)NC(NCC1CCCO1)C(Cl)(Cl)Cl (stereo not given)
    /	17*	2	-1	33	-5	-1	-5	1	-1

(cont.)
Each structure is followed by: TcdB GH inh	BH1578 lux ind	Rv3671c protease	Yp Topo-I inh	DUSP3 inh	PrPC TRFRET	3CLpro inhibitor	MazEF act	CCHF vOTU inh	SSB-PriA inh
> O=C(Oc1ccc(Br)cc1C(=S)N1CCCC1)c1ccccc1Cl
    /	i	-7	-1	5	-5	-3	-11	3	-11
> CCN1CCN(CCCNC(=O)c2ccc3c(c2)NC(=O)/C(=C\c2cccc(C)c2)S3)CC1
    0.4	i	-46	2	10	-18	-1	-26	16	23
> COCCCNC(=O)Cc1ccc(-n2c(C)nc3cccnc32)cc1
    -3.6	i	/	-2	2	2	2	-5	-14	4
> CC(C)NC(=O)c1ccc2c3n(nc2c1)-c1ccc(Cl)cc1CO3
    -0.5	-1.0	-3	8	22	-8	/	5	-1	0
> CCN(CC)CCNC(=O)c1cc(S(=O)(=O)N2CCc3ccccc32)cn1C
    -0.5	-0.3	-3	1	17	2	-7	5	-3	4
> Cc1nnc(SCc2cc(=O)[nH]c(Nc3nc(C)c4cc(C)c(C)cc4n3)n2)s1
    -0.8	-0.4	-7	1	25	8	3	-17	-2	4
> Cc1ccc(C)c(SCC(=O)Nc2nnc(-c3ccccc3)o2)c1
    /	5.0	-10	14	6	4	-3	0	5	-5
> O=C(Nc1ccc(Cl)cc1)c1cc(Br)ccc1OCC(=O)N1CCOCC1
    1.8	-0.5	-13	5	-17	2	6	4	13	44*
> CCOc1ccc(C(=O)OCC(=O)Nc2cc(C)on2)cc1OCC
    /	-0.4	-1	-2	11	4	0	4	-16	2
> CCOC(=O)c1cccc(NS(=O)(=O)c2c(C)[nH]c(C)c2C(=O)N2CCCC2)c1
    -0.2	-0.4	2	-1	-3	-3	4	-30	-6	-3

(more compounds)
Each structure is followed by: TcdB GH inh	BH1578 lux ind	Rv3671c protease	Yp Topo-I inh	DUSP3 inh	PrPC TRFRET	3CLpro inhibitor	MazEF act	CCHF vOTU inh	SSB-PriA inh
> COc1ccc(OC)c(N(CC(=O)NCCc2ccc(OC)c(OC)c2)S(=O)(=O)c2ccccc2)c1
    0.0	-0.3	-2	19	13	-5	-6	2	15	-10
> CC1(C(=O)NS(=O)(=O)c2ccccc2OC(F)(F)F)CCN1C(=O)c1ccco1 (stereo not given)
    1.8	0.6	/	-6	/	0	/	/	3	/
> CN1CCN(CCC(=O)N/N=C/c2cc([N+](=O)[O-])ccc2OC(F)F)CC1
    -0.5	-0.8	-4	-2	27	-24	3	0	2	/
> CCN1CCN(C(=O)C2CC(c3ccc(F)cc3)=NO2)CC1 (stereo not given)
    0.4	-0.2	-10	2	9	5	-2	10	3	-3

Entries listed so far that have a Cl atom (7):
Each structure is followed by: TcdB GH inh	BH1578 lux ind	Rv3671c protease	Yp Topo-I inh	DUSP3 inh	PrPC TRFRET	3CLpro inhibitor	MazEF act	CCHF vOTU inh	SSB-PriA inh
> CC(C(=O)N1CCCCCC1)N(c1ccc(Cl)cc1)S(C)(=O)=O (stereo not given)
    1.9	-0.5	3	2	2	0	3	2	-1	-5
> Cc1ccc(NC(=O)C/C(N)=N/O)cc1Cl
    0.1	-0.5	-4	-3	25	3	0	-3	-8	/
> O=C(C[n+]1ccc(C(=O)NCc2ccccc2)cc1)c1ccc(Cl)cc1
    0.1	-4.2	1	5	38	-10	2	10	-10	-8
> CCC(=O)NC(NCC1CCCO1)C(Cl)(Cl)Cl (stereo not given)
    /	17*	2	-1	33	-5	-1	-5	1	-1
> O=C(Oc1ccc(Br)cc1C(=S)N1CCCC1)c1ccccc1Cl
    /	i	-7	-1	5	-5	-3	-11	3	-11
> CC(C)NC(=O)c1ccc2c3n(nc2c1)-c1ccc(Cl)cc1CO3
    -0.5	-1.0	-3	8	22	-8	/	5	-1	0
> O=C(Nc1ccc(Cl)cc1)c1cc(Br)ccc1OCC(=O)N1CCOCC1
    1.8	-0.5	-13	5	-17	2	6	4	13	44*
